MMP13 inh: human MMP13 inhibitors, primary screen, biochemical, FRET peptide cleavage; inhibition, % at 4 µM; MMP-13 fTHP FRET cleavage, Mca fluorescence; hit rate 0.07% among 65,000; Collagenase 3 (Homo sapiens), P45452; AID 570, 2006;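 active = inhibition above the mean of compound-free control plate wells plus 3 SD, cut at about 14% in these data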;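 also: 0% = DMSO wells and 100% = wells with reference MMP-13 inhibitor after basal subtraction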
HEK293 NFkB inh: inhibitors of PMA/ionomycin-induced NF-kB reporter, primary screen, antigen receptor NF-kB inhibitor project, cell-based, HEK-293 luciferase reporter, luminescence | hit rate 0.21% among 62,000 | inhibition, % at 3 µM | AID 465, 2006 | HEK-293 NF-kB luciferase reporter;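 active = inhibition above the mean of all tested compounds plus 3 SD, cut at about 40% in these data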;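 also: 0% = stimulated DMSO wells and 100% = 10 µM reference inhibitor 5653914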
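System – HEK-293 cells with stable firefly luciferase reporter driven by four HIV NF-kB elements · Doses – one dose, 3 µM · Schedule – 1 h compound pre-incubation, 16 h PMA/ionomycin at 37 °C · Technique – luminescence from luciferase substrate reagent · Measure – percent inhibition normalized per plate to DMSO and reference-inhibitor controls · Replicates – tested once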
NADH enzymes: inhibitors of PK/LDH coupling enzymes, profiling panel, artefact control, biochemical, MLSMR library; IC50, µM (doses to about 10 µM), without a hit: top-dose inhibition; coupled PK/LDH NADH assays, four targets; hit rate 0.02% among 65,000;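 active = single-dose screening hits from any of four coupled enzyme assays that gave an IC50 when retested across doses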;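 also: the DPM-DC format reads NADH fluorescence rather than 340 nm absorbance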
Autofluor 339: intrinsic fluorescence of library compounds, ex339/em460 – biochemical, MLSMR library, data from DPM-DC assay, artefact control, profiling panel. compound autofluorescence, ex339/em460 nm, NADH buffer; active compounds read high; 1 = no-compound wells, NADH background. fluorescence fold increase at 10 µM. hit rate 5.5% among 65,000. AID 709, 2007;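 active = at 10 µM, mean starting fluorescence two-fold or more over control wells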;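 also: signal is the first read of a kinetic run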
ROCK2 inh: inhibitors of human ROCK2 kinase, primary screen, biochemical, high-throughput, luminescence | Rho-associated protein kinase 2 (Homo sapiens), O75116 | purified ROCK2, Kinase-Glo ATP depletion luminescence | inhibition, % at 6 µM | hit rate 0.35% among 60,000 | AID 604, 2007;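 active = inhibition above the screen-wide mean inhibition plus 3 SD, cut at about 18% in these data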;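 also: plate controls were DMSO wells for no effect and Y-27632 control wells after no-enzyme background subtraction for full effect; many of its hits are not listed in these tables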
Target sequence (O75116 whole entry, looked up): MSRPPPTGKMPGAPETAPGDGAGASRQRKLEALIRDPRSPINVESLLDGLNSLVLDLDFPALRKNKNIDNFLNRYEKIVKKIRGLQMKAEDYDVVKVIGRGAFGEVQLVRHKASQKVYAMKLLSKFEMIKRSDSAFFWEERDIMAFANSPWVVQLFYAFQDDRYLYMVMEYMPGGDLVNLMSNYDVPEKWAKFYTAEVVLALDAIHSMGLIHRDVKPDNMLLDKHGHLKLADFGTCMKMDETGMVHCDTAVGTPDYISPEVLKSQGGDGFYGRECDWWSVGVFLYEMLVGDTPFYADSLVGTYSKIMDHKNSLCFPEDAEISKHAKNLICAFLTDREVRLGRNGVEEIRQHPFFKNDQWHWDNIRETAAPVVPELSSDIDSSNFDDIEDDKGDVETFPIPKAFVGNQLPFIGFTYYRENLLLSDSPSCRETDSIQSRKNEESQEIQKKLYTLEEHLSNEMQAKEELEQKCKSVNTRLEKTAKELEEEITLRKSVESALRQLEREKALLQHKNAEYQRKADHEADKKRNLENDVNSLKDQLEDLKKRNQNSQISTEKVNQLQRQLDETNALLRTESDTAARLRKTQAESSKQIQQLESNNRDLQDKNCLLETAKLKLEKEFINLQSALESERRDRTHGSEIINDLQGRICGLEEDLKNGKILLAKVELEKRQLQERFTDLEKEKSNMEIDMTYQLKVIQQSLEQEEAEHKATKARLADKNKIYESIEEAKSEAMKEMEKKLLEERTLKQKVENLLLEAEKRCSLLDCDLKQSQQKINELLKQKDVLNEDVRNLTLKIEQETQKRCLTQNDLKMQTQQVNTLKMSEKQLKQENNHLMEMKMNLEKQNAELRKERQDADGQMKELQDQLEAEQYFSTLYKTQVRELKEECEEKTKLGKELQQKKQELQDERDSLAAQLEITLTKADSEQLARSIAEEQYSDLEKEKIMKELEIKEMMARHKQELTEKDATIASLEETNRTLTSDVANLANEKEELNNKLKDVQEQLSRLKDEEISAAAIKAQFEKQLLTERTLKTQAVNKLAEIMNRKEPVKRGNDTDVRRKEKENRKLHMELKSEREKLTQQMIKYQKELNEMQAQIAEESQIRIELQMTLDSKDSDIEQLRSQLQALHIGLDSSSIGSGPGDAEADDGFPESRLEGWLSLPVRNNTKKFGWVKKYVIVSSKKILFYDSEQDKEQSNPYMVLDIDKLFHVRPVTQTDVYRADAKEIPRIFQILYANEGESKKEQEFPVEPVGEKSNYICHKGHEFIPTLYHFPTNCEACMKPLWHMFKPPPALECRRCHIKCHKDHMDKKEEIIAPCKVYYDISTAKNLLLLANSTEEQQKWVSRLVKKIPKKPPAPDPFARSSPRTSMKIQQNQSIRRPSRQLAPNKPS
JNK3 inh: JNK3 kinase activity inhibitors, primary screen, biochemical, human, purified enzyme; Mitogen-activated protein kinase 10 (Homo sapiens), P53779; HTS; inhibition, % at 8 µM; hit rate 0.61% among 60,000; AID 746, 2007; in the data active = inhibition above about 17%;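 also: 0% = DMSO and 100% = reference inhibitor; many of its hits are not listed in these tables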
PKA kinase inh: inhibitors of human PKA kinase activity, primary screen, biochemical, ATP-depletion luminescence, Kemptide substrate; cAMP-dependent protein kinase catalytic subunit alpha (Homo sapiens), P17612; PKA Kemptide phosphorylation, Kinase-Glo ATP luminescence; inhibition, % at 6 µM; hit rate 0.1% among 65,000;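 active = inhibition above the screen-wide mean inhibition plus 3 SD, cut at about 21% in these data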; also: many of its hits are not listed in these tables
tolC growth inh: growth inhibitors of E. coli tolC mutant, primary screen, strain BW25113 ΔtolC::kan, 384-well; OD615; AID 573, 2007; growth inhibition, % at 10 µM (by protocol); hit rate 2.2% among 65,000;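 active = growth inhibition at or above a cutoff equal to the mean over every tested compound plus 3 SD, cut at about 60% in these data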;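 also: growth measured after 20 h incubation at 37 °C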
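Test system: E. coli BW25113 ΔtolC::kan bacteria | Medium: Kanamycin-containing LB broth (50 µg/mL) | Dosing: One dose of 10 µM final | Times: 20 h incubation with compound, 37 °C | Detection: Optical density read at 615 nm | Read-out basis: Percent growth inhibition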
Abs 340nm: compound light absorbance at 340 nm, profiling panel, artefact control, biochemical, MLSMR library, data from PS, PMK, MK assays | compound absorbance at 340 nm, fold over control | fold change at 10 µM | 65,000 tested, under 10 active;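 active = at 10 µM dose, initial 340 nm absorbance at least 2 fold that of control wells; inactive = change under 2 fold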;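 also: initial absorbance extrapolated from kinetic A340 decline of NADH oxidation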
* hit, by the source's call; nt = not tested or not shown; [ ] = another dose, or the depositor's remark.

SMILES	MMP13 inh	HEK293 NFkB inh	NADH enzymes	Autofluor 339	ROCK2 inh	JNK3 inh	PKA kinase inh	tolC growth inh	Abs 340nm
COCc1[nH]nc2c1C1(CCC3(CC1)OCCO3)C(C#N)=C(N)O2	-3	17	3%	1.1	3	0	6	-25	0.99
CCCn1nc(C(=O)NCCN2CCOCC2)c2ccccc2c1=O	-2	9	6%	1.1	2	4	6	-12	1
CCOC(=O)c1c(-c2ccc(C)s2)csc1NC(=O)c1ccco1	-1	17	4%	3.5*	-2	-6	4	-23	1.1
O=C1C2C3C=CC(C3)C2C(=O)N1c1ncn[nH]1 (stereo unspecified)	-1	9	2%	1.1	nt	nt	-6	1	1
COC(=O)c1ccccc1N1C(=O)C2C(C1=O)[C@H]1C=C[C@@H]2C1 (stereo partly specified)	4	17	3%	1.1	-8	0	-7	-23	1
COc1ccc(C)cc1NC(=O)c1ccoc1C	-2	19	8%	1.1	-4	-10	-12	3	1
N#Cc1nc(Cc2ccccc2)oc1NCc1ccccc1Cl	6	6	0%	1.1	7	3	14	93*	1
COc1ccccc1N1CCN(C(=O)C2CCCO2)CC1 (stereo unspecified)	1	14	1%	1.2	5	0	6	-24	1
CCc1nnc(NC(=O)CCC(=O)N2CCN(C3CCCCC3)CC2)s1	-1	10	3%	1.1	2	1	5	-8	1.1
CCOC(=O)Nc1cc(=O)c2ccccc2o1	-3	12	3%	1.6	7	-1	10	-7	1
Cc1c(C)[n+](=O)c(-c2ccc(F)cc2)c(C)n1[O-]	0	8	6%	1.1	nt	nt	-2	1	1.1
COc1cccc(C(=O)N2CCN(C3CCC(c4ccccc4)CC3)CC2)c1 (stereo unspecified)	-99	6	2%	1.2	0	-5	4	2	1

Ordered by molar mass (ascending): part of the list above.
SMILES	MMP13 inh	HEK293 NFkB inh	NADH enzymes	Autofluor 339	ROCK2 inh	JNK3 inh	PKA kinase inh	tolC growth inh	Abs 340nm
O=C1C2C3C=CC(C3)C2C(=O)N1c1ncn[nH]1 (stereo unspecified)	-1	9	2%	1.1	nt	nt	-6	1	1
CCOC(=O)Nc1cc(=O)c2ccccc2o1	-3	12	3%	1.6	7	-1	10	-7	1
COc1ccc(C)cc1NC(=O)c1ccoc1C	-2	19	8%	1.1	-4	-10	-12	3	1
Cc1c(C)[n+](=O)c(-c2ccc(F)cc2)c(C)n1[O-]	0	8	6%	1.1	nt	nt	-2	1	1.1
COc1ccccc1N1CCN(C(=O)C2CCCO2)CC1 (stereo unspecified)	1	14	1%	1.2	5	0	6	-24	1
N#Cc1nc(Cc2ccccc2)oc1NCc1ccccc1Cl	6	6	0%	1.1	7	3	14	93*	1
COCc1[nH]nc2c1C1(CCC3(CC1)OCCO3)C(C#N)=C(N)O2	-3	17	3%	1.1	3	0	6	-25	0.99
CCCn1nc(C(=O)NCCN2CCOCC2)c2ccccc2c1=O	-2	9	6%	1.1	2	4	6	-12	1
CCOC(=O)c1c(-c2ccc(C)s2)csc1NC(=O)c1ccco1	-1	17	4%	3.5*	-2	-6	4	-23	1.1
COc1cccc(C(=O)N2CCN(C3CCC(c4ccccc4)CC3)CC2)c1 (stereo unspecified)	-99	6	2%	1.2	0	-5	4	2	1
CCc1nnc(NC(=O)CCC(=O)N2CCN(C3CCCCC3)CC2)s1	-1	10	3%	1.1	2	1	5	-8	1.1

Following part
SMILES	MMP13 inh	HEK293 NFkB inh	NADH enzymes	Autofluor 339	ROCK2 inh	JNK3 inh	PKA kinase inh	tolC growth inh	Abs 340nm
CC(C)(C)NC(=O)COC(=O)c1ccc(S(=O)(=O)N2CCCCCC2)cc1	-2	9	5%	1.1	4	6	8	-13	1
COc1ccc2[nH]c(=O)c(C(c3nnnn3C3CCCC3)N(C)C3CCCCC3)cc2c1 (stereo unspecified)	-13	9	7%	1.7	0	-7	-1	26	1.1
CN(Cc1ccccc1)Cc1c(F)cccc1F	-4	-5	17%	1.1	1	5	-4	1	1
CCOc1ccccc1NC(=O)c1cccc2c1C(=O)N(CCOC)C2	5	12	2%	1.1	6	4	1	8	1.1
COC(=O)c1ccc(NC(=O)CNC(=O)C2CCCCC2)cc1	-3	7	3%	1.1	5	-2	5	-2	1
CCCC12CN3CC(C)(CN(C1)C3c1ccc(OC)cc1)C2=O (stereo unspecified)	3	6	5%	1.1	4	2	-1	-4	0.99
CCCn1c(SCC(=O)NC)nnc1C(C)C	2	-11	8%	1.1	4	-1	7	-13	0.98
CC(C)(C)c1cc(C(=O)O)nn1-c1ccccc1	4	2	3%	1	nt	nt	4	-5	0.98
O=C(c1ccco1)N1CCN(C2=NS(=O)(=O)c3ccccc32)CC1	-1	2	2%	1.1	3	-8	2	-10	0.98
CC(C)(C)c1[nH]nc2c1C(c1cccnc1)C(C#N)=C(N)O2 (stereo unspecified)	-1	13	1%	1.1	5	0	0	3	1
O=C(NC1CCCc2ccccc21)C1CCN(S(=O)(=O)c2cccc3nonc23)CC1 (stereo unspecified)	3	13	1%	0.98	nt	nt	-4	-15	1.1
CN(C)C(=O)CCc1nc(-c2ccc(C(C)(C)C)cc2)no1	4	16	4%	0.99	6	0	10	36	0.99
COc1ccccc1N1CCN(CC(O)COc2c(OC)cccc2OC)CC1 (stereo unspecified)	0	16	20%	0.73	9	-6	10	-7	1
O=C1CC(N2CCN(Cc3ccccc3)CC2)C(=O)N1c1ccccc1 (stereo unspecified)	4	2	0%	1.1	3	4	7	2	1.1
COc1ccc(CC(=O)Nc2cc(C)on2)cc1	1	3	1%	1.1	4	4	10	-8	1
Cc1ccc(OCc2nc(C#N)c(NCCCn3ccnc3)o2)cc1	1	8	9%	0.96	-4	-2	-6	-6	0.99
O=C(COc1ccc2c3c(c(=O)oc2c1)CCC3)NC1CCCCC1	-31	11	8%[fluoresces]	2.1*	5	-3	7	5	1
COc1ccc2[nH]c(=O)c(CN(C(=O)C3CCCO3)c3ccc(C)cc3)cc2c1 (stereo unspecified)	3	4	17%	2.9*	2	1	-4	-2	1.1
N#Cc1cc2c(=O)n3ccccc3nc2n(CCN2CCOCC2)c1=O	-93[fluorescence artefact?]	7	8%[fluoresces]	3.9*	6	2	3	-18	1.1
CCOc1ccc(OCC)c(NC(=O)C2CCCN(S(=O)(=O)c3cnc[nH]3)C2)c1 (stereo unspecified)	2	6	2%	1	5	2	0	-2	1
CCN(CC)C(=O)c1cn(CC)c(=O)c2cc(OC)c(OC)cc12	-7	1	3%	1.1	nt	nt	0	-7	1
O=S(=O)(Nc1cccc(C(F)(F)F)c1)c1cccnc1	6	12	3%	1.1	7	3	12	-1	1
N/C(=N\c1nc2ccccc2o1)NC(=O)c1ccccc1NC(=O)c1ccccc1	-6	nt	6%	1.7	-8	-1	3	-3	1.1
Cc1cn(S(=O)(=O)c2ccc(Br)c3ccccc23)cn1	1	13	1%	1	4	40*	5	5	1
Cc1nnc(NC(=O)C2CCCN(S(=O)(=O)c3ccccc3C(F)(F)F)C2)s1 (stereo unspecified)	-1	21	4%	1.1	1	5	-1	3	1
COCc1nnc(NC(=O)CCCCCN2C(=O)c3ccccc3C2=O)s1	3	-4	4%	1	1	5	10	-7	1
CC1(C)CC(=O)C(C=NCCO)=C(O)C1	-4	9	11%	0.97	6	6	0	-15	0.98
CCOC(=O)c1c(C)[nH]c(C(=O)OCC(=O)N2CC(C)OC(C)C2)c1C (stereo unspecified)	-5	3	7%	1	5	2	7	-8	0.98
COc1ccccc1C(=O)N1CCN=C1SC	-1	8	3%	1.1	4	7	8	-22	1
CCCC(=O)C1=C(O)C(C(=O)OC)C(C)(C)CC1=NC (stereo unspecified)	1	10	4%	1.1	5	1	10	-22	1.1
Cc1ccnc(NC(=O)COc2ccc3oc4c(c3c2)CCCC4)c1	4	-6	1%	1.1	5	8	7	-2	1
CCN1C(=O)c2cccc3c(NC(=O)c4cccc(N5C(=O)CCC5=O)c4)ccc1c23	3	8	7%	1.1	-2	-11	1	-22	1
CCOc1ccc(-c2nnc3sc(COc4ccc(C)cc4)nn23)cc1	0	6	4%	0.91	9	0	2	-3	1.1
CCN(CC)C(=O)CN(c1ccc(F)c(Cl)c1)S(C)(=O)=O	-2	8	2%	1.1	3	2	6	-15	1.1
COc1ccc(-n2c(Cc3cccn3C)nnc2SCC(=O)Nc2ccccc2C)cc1	-7	1	3%	1.1	3	2	6	16	1
O=C(O)C1CC(=O)N(CCc2c[nH]c3ccccc23)C1 (stereo unspecified)	-4	-6	6%	1	0	-1	-3	-20	0.99
O=C(Nc1ccc(S(=O)(=O)N2CCCC2)cc1)C1COc2ccccc2O1 (stereo unspecified)	-2	0	5%	1	3	0	3	16	1
Cc1onc(-c2ccccc2)c1C(N)=O	1	9	2%	1.1	-4	-10	0	2	0.98
COc1ccc(C(F)(F)F)cc1NC(=O)c1nc2nc(C)cc(C(F)F)n2n1	4	-3	3%[fluoresces]	3*	6	3	12	5	1
CC1(C)Cn2c(nnc2-c2cccc(O)c2)S1	3	2	5%	1.1	-6	4	-1	-9	1
Cc1c(C(N)=O)c(N)c(C(=O)c2ccccc2)n1-c1ccccc1	5	-2	2%	1	4	1	1	0	1.1
O=C(Nc1ccc(F)cc1)N(Cc1ccco1)Cc1cc2cc3c(cc2[nH]c1=O)OCO3	-32	22	16%[fluoresces]	2.7*	2	5	12	3	1
CCCC(=O)Nc1ccccc1-c1nnn(CC(=O)Nc2ccc(OC)cc2)n1	-1	3	2%	1	7	-3	6	10	0.99
Nc1nonc1NC(=O)CSc1nc2ccccc2s1	0	20	3%	1.1	nt	nt	7	18	1
O=C(c1ccccc1)N1CCN(C(=O)C23CC4CC(CC(C4)C2)C3)CC1	1	-2	5%	1.1	7	-1	6	-1	1
Cc1csc(NC(=O)Cn2cnnn2)n1	0	18	2%	1.1	1	-6	5	-10	1.1
COc1ccccc1OCC(=O)NCC1CCCCC1	-2	6	10%	1	5	2	2	13	0.99

Not all compounds are listed. The share of hits here may be higher or lower than overall.
